Screening data (PubChem BioAssay)
LMNA splice mod: LMNA splicing modulation | HeLa LMNA splicing GFP/RFP minigene ratio, 48 h | Potency, µM (top dose mostly 46.1 µM), without a hit: at the top dose ratio change, negative = inhibition, actives largely listed as inhibitors | actives 0.01% (n = 200,000) | AID 1487; active = well fitted inhibition curve with a large enough effect in the signal ratio, with a control signal flat, not every such curve was filed as active; inconclusive = small, poorly fitted or top-dose-only effect, or effect the other way, or a change in a side signal; the % refers to the signal ratio; note: potency is the fitted concentration of half-maximal effect; % is set by controls: 0 for no effect and ±100 for the full control effect
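S3 HeLa stable clones carrying a lamin A-EGFP splicing minigene plus DsRed2 were seeded at 600 cells/well in Opti-MEM with 2% FBS, pin-dosed and incubated 48 h at 37°C. Acumen cytometry (488 nm) gave the GFP/RFP total-intensity ratio.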
HTT ATP protect: cytoprotection in Huntington HTT-Q103 PC12 cell model. actives 0.14% (n = 230,000). AID 1471. Potency, µM (titrated, usually from 56.4 µM), for inactives: cytoprotection (ATP increase), most hits filed as activators. PC12 HTT-Q103 induced, cytoprotection, ATP luminescence, 40 h;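 note: potency is the fitted concentration of half-maximal effect; % of control where 0% means no effect; nearly all actives have a fitted effect of over 45% in size; toxic huntingtin expression switched on by the ecdysone agonist tebufenozide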
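Rat PC12, Q103 Htt exon1-GFP fusion, ecdysone promoter; tebufenozide inducer 100 nM final; compound titration; qHTS, 1500 cells/well; ATPlite luminescent read.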
GAA spleen mod: inhibitors or activators of human alpha-glucosidase in spleen homogenate. P10253. human spleen homogenate, 4-MU-alpha-glucoside fluorescence. Potency, µM (doses to about 79.9 µM), for inactives: at the highest dose activity change, negative = inhibition, usual class: inhibitors. actives 0.006% (n = 240,000). AID 2112;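 note: potency is the fitted concentration of half-maximal effect; 0% = enzyme with vehicle and -100% = no enzyme basal signal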
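Compounds were titrated against alpha-glucosidase in spleen homogenate at pH 5.0, with 1 mM 4-methylumbelliferyl substrate for 40 min at 37 C. Reactions were quenched with pH 10 NaOH/glycine and fluorescence measured.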
GAA glycogen: inhibitors or activators of human alpha-glucosidase glycogen cleavage | P10253 | recombinant GAA, glycogen substrate, Amplex Red glucose oxidase fluorescence | Potency, µM (titrated, usually from 76.4 µM), for the others: at the top dose activity change, negative = inhibition, usual class: inhibitors | actives 0.38% (n = 300,000) | AID 2100;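 note: potency is the fitted concentration of half-maximal effect; 0% = full enzyme reaction and -100% = no-enzyme basal signal; the screen sought inhibitors and activators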
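qHTS, 1536-well; enzyme 4 nM final; cpd up to 77 uM; substrate bovine liver glycogen 30 ug; 50 mM citrate/phosphate pH 5.0, 0.01% Tween-20; 37 C, 40 min; Amplex Red detection 45 min RT; Hill fit → AC50.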
HTT aggregate: inhibitors of mutant huntingtin aggregate formation in PC12 cells. PC12 HttQ103-GFP aggregates, Acumen cytometry, 40 h. actives 1.1% (n = 220,000). AID 1688. Potency, µM (titrated, usually from 46.1 µM), for the others: top-dose activity change, negative = inhibition, hits mostly inhibitors; note: potency is the fitted concentration of half-maximal effect; % is set by controls: 0 for no effect and ±100 for the full control effect; nearly all actives have a fitted effect of over 60% in size
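PC12/HTTQ103-GFP, ecdysone-inducible; teb 100 nM; cpd qHTS titration; GFP aggregates read on laser cytometer, Ex 488/Em 500-530 nm.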
GAA inh: blocks human lysosomal alpha-glucosidase. Potency, µM (titrated, usually from 76.9 µM), inactives show top-dose activity change, negative = inhibition, actives largely listed as inhibitors. purified human GAA, 4-MU-alpha-glucoside fluorescence. actives 0.005% (n = 200,000). P10253;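 note: potency is the fitted concentration of half-maximal effect; plate controls were uninhibited enzyme wells for no effect and no-enzyme background for full effect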
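AC50 values come from Hill fits of compound titrations (up to 77 uM) against 4 nM human enzyme. Substrate 4-methylumbelliferyl-alpha-D-pyranoside at 400 uM, pH 5.0 citrate buffer, 20 min room temperature; fluorescence Ex 365/Em 440 after alkaline stop.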
CBFb RUNX1 block: inhibitors of human CBF-beta and RUNX1 interaction | 230,000 tested, under 10 active | Potency, µM (doses to about 59.8 µM), for the others: at the top dose activity, negative = inhibition, most hits filed as inhibitors | Q01196+Q13951 | AlphaScreen CBFb-His/RUNX1-biotin binding, biochemical; note: % of control where 0% means no effect
Target sequence (Q01196 whole entry, looked up): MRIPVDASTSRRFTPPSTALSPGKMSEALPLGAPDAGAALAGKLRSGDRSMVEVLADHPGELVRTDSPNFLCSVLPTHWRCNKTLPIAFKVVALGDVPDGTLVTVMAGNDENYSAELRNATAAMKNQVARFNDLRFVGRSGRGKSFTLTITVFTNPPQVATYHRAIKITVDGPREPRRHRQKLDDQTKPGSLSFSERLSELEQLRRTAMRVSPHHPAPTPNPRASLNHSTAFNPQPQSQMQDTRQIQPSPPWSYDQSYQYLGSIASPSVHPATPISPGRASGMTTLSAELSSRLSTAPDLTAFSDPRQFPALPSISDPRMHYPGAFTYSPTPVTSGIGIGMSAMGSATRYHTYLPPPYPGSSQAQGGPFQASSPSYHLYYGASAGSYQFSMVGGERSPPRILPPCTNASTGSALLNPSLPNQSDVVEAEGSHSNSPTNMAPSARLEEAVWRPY
Target sequence (Q13951 whole entry, looked up): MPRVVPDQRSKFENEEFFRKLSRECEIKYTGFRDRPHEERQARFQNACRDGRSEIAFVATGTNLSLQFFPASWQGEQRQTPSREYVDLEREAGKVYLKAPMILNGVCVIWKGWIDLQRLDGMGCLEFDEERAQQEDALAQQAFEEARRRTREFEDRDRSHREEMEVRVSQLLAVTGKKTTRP
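His-tagged CBF-beta and biotinylated RUNX1 (30 nM each) were premixed 20 min at room temperature, exposed to compound for 15 min, then given nickel-chelate and streptavidin AlphaScreen beads (50 ng each). After 90 min, AlphaScreen signal was read.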
An asterisk follows results filed as active; ? = inconclusive; . = no result given; [ ] = dose if it differs, or a comment. Unless noted, calls come from the whole dose curve; as a rule, active = well fitted curve in the direction sought with a large enough effect; inconclusive = small, poorly fitted or top-dose-only effect, or another doubt; inactive = no such curve, though single readings can be large; an effect the other way counts as inactive or inconclusive. Rows are unselected, and some 1.5% of all compounds hit somewhere here.

nr	Structure	LMNA splice mod	HTT ATP protect	GAA spleen mod	GAA glycogen
1	O=S(=O)(c1ccc(OCc2nc3ccccc3s2)c(Cl)c1)N1CCOCC1	-7%	16%[10 µM]	-2%	4%
2	Cn1c(=O)[nH]c(=O)c2c1nc(N1CCCCCC1)n2CCCSc1nc2ccccc2o1	2%	-12%	-6%	-2%
3	CCOC(=O)N1CCC(NC(=O)CCCN2C(=O)CSc3ncccc32)CC1	?	0%	-2%	5%
4	C=C1CCC2[C@](C)(CO)C(O)CC[C@]2(C)C1C/C=C1/C(=O)OCC1O (some centres undefined)	?	?	-3%	.
5	CC(C)CC(=O)NC(=S)Nc1ccc(F)cc1F	.	-37%[inhibitor]	7%	9%
6	O=S(=O)(Nc1nc2ccccc2nc1Nc1ccc(N2CCOCC2)cc1)c1cc(Cl)ccc1Cl	?	22%[10 µM]	3%	?
7	CCCCCn1c(=NC(C)=O)c(C#N)cc2c(=O)n3ccccc3nc21	?	23%	15%	2%
8	CCCCCc1c(C)nc(Nc2nc(C)c3cc(OC)ccc3n2)[nH]c1=O	-2%	-33%[inhibitor]	-3%	-1%
9	CCn1c(C(C)NC(=O)c2cccs2)nc2ccccc21 (centres undefined)	-12%	28%[10 µM]	-10%	-1%
10	CC/C(=N\NC(=O)c1csc(C)c1C)c1cccs1	11%	-103%[inhibitor]	4%	-1%

nr	HTT aggregate	GAA inh	CBFb RUNX1 block
1	-24%	-6%	3%
2	23%	-2%	6%
3	18%	2%	0%
4	9%	.	.
5	6%	?	-6%
6	-32%	6%	5%
7	-3%	?	1%
8	-6%	-8%	8%
9	-20%	-6%	11%
10	15%	0%	0%

(list continues)
nr	Structure	LMNA splice mod	HTT ATP protect	GAA spleen mod	GAA glycogen
11	CCOC(=O)N1CCN(C(=O)Cc2ccsc2)CC1	2%	-8%	1%	7%
12	N#CCSc1nc2ccccc2o1	.	9%[10 µM]	3%	4%
13	COc1cccc(-c2noc(-c3ccc(Br)o3)n2)c1	6%[46 µM]	.	1%	-2%
14	CNNC(=S)NC1CC2CC1C1C=CCC21 (centres undefined)	.	-1%[10 µM]	-1%	?
15	CCCN1C(=O)/C(=C2\SC(=S)N(c3c(C)n(C)n(-c4ccccc4)c3=O)C2=O)c2ccccc21	.	-13%[10 µM]	-5%	-6%
16	CC(=O)Nc1nnc(COc2ccccc2)s1	-3%[46 µM]	-16%[10 µM]	8%	-11%
17	CC12CC(NC(=O)N1c1cccc(C(=O)NCc3ccc4c(c3)OCO4)c1)c1cc(Cl)ccc1O2 (centres undefined)	?	-43%[inhibitor]	-10%	0%
18	C1CCN(c2nc3nonc3nc2N2CCCC2)C1	0%	-15%	-1%	-6%
19	CC(=O)/C=C1\N(C)c2ccc(C)cc2C1(C)C	.	-26%	4%	-7%
20	COCCNC(=O)C(c1cccnc1)N(Cc1ccccc1)C(=O)Cn1nnc2ccccc21 (centres undefined)	-13%[46 µM]	-31%[inhibitor]	-5%	2%

nr	HTT aggregate	GAA inh	CBFb RUNX1 block
11	-3%	3%	-1%
12	-6%[9.22 µM]	.	7%
13	.	10%	?
14	13%[9.22 µM]	1%	9%
15	-6%[9.22 µM]	.	7%
16	-15%[9.22 µM]	-2%	8%
17	-8%[9.22 µM]	-5%	-13%
18	23%	-10%	-4%
19	?	1%	1%
20	25%	6%	1%

Reprinted from the part before: three entries, then new ones.
nr	Structure	LMNA splice mod	HTT ATP protect	GAA spleen mod	GAA glycogen
18	C1CCN(c2nc3nonc3nc2N2CCCC2)C1	0%	-15%	-1%	-6%
19	CC(=O)/C=C1\N(C)c2ccc(C)cc2C1(C)C	.	-26%	4%	-7%
20	COCCNC(=O)C(c1cccnc1)N(Cc1ccccc1)C(=O)Cn1nnc2ccccc21 (centres undefined)	-13%[46 µM]	-31%[inhibitor]	-5%	2%
21	Cc1ccc(-c2csc(NC(=O)CSC3=NCCS3)n2)cc1	-5%	7%[1.9 µM]	-3%	-10%
22	CCOC(=O)CSc1nc(-c2ccccn2)ncc1OC	-26%[46 µM]	-16%	-2%	8%
23	CC1(C)CC(=O)C(C(C2=C(O)CC(C)(C)CC2=O)c2cccc(O)c2)C(=O)C1 (centres undefined)	15%	-9%	-8%	?
24	Cc1nnc(NC(=O)c2cccc(S(=O)(=O)N3CCOCC3)c2)s1	8%	-1%	3%	-4%
25	CCOc1ccc(C(C)NC(=O)CCC(=O)O)cc1 (centres undefined)	-2%	-1%	6%	-2%
26	COC(=O)CC1C(C(=O)OC)ON2OC(C(=O)OC)C(C(=O)OC)C12 (centres undefined)	4%	.	2%	1%
27	COc1ccc(CCn2c(=O)[nH]c3cc(C(=O)NCCc4ccccc4)ccc3c2=O)cc1OC	5%	-12%	7%	4%
28	CCS(=O)(=O)c1ccc2oc(Nc3ccccc3Br)nc2c1	.	-26%[10 µM]	-2%	8%
29	CCOC(=O)C(CC)Sc1nc(N)c(NC(=O)c2ccc(OC)c(OC)c2)c(=O)[nH]1 (centres undefined)	-8%	-14%	0%	0%
30	CC1CC(C)CN(c2ccc([N+](=O)[O-])nc2)C1 (centres undefined)	.	-52%[inhibitor]	-4%	3%

nr	HTT aggregate	GAA inh	CBFb RUNX1 block
18	23%	-10%	-4%
19	?	1%	1%
20	25%	6%	1%
21	-9%	?	-29%
22	2%	-5%	-26%
23	26%	?	-1%
24	12%	-17%	2%
25	-5%	4%	0%
26	-17%	4%	0%
27	20%	-4%	-3%
28	8%[9.22 µM]	3%	0%
29	-8%	-1%	6%
30	-2%	-4%	0%

Next part:
nr	Structure	LMNA splice mod	HTT ATP protect	GAA spleen mod	GAA glycogen
31	COc1ccc(C)cc1NC(=O)C(=O)NNC(=O)c1ccco1	-3%	28%[10 µM]	-5%	5%
32	Cc1cccc(OCC(=O)N2CCN(C(=O)c3ccc([N+](=O)[O-])cc3)CC2)c1	-3%[46 µM]	24%[10 µM]	-4%	7%
33	Nc1c(-c2n[nH]c(=S)n2-c2ccc(Cl)cc2Cl)cnn1-c1ccccc1	.	6%[10 µM]	1%	1%
34	COc1cc2nc(N(C)C)nc(N)c2cc1OC	?	-7%	?	-11%
35	COc1ccc(NC(=O)C(CC(C)C)NC(=O)C2CCC(C)CC2)c(OC)c1 (centres undefined)	.	-29%	5%	1%
36	O=C1CCCCC/C1=N/Nc1ccc(OCc2ccccc2)cc1	.	20%[10 µM]	-3%	-18%
37	Nc1cccc(C(=O)OCC(=O)Nc2cccc3c2C(=O)c2ccccc2C3=O)c1	?	.	7%	-4%
38	N#C/C(=C1\CCCN1)c1nc2ccccc2c(=O)[nH]1	?	-14%[10 µM]	-5%	4%
39	COc1ccc(NC(=O)Cn2nnc3ccccc32)c([N+](=O)[O-])c1	-14%[46 µM]	-10%	-2%	7%
40	CCOc1ccc(C2C=C(c3ccccc3)Nc3ncnn32)cc1 (centres undefined)	-2%	-24%	-8%	-15%

nr	HTT aggregate	GAA inh	CBFb RUNX1 block
31	-8%	0%	-7%
32	22%[9.22 µM]	?	2%
33	-17%[9.22 µM]	.	3%
34	10%	1%	4%
35	-16%	-3%	-2%
36	1%[9.22 µM]	.	-7%
37	-23%	8%	-2%
38	-7%	?	6%
39	12%	4%	-8%
40	14%	?	4%

The list goes on.
nr	Structure	LMNA splice mod	HTT ATP protect	GAA spleen mod	GAA glycogen
41	CCCn1c(=O)[nH]c(=O)c2c1nc(-c1ccc(OC(F)F)cc1)n2CCN1CCOCC1	-14%	-16%	3%	-4%
42	C=C(C#N)C(=O)OCC	.	4%	3%	.
43	Cc1ccccc1-c1nc(CN2CCC(C(=O)NCCCN3CCCC3)CC2)c(C)o1	-14%	23%[10 µM]	8%	6%
44	COc1cc(OC)cc(C(=O)N[C@H](C(=O)NCc2ccco2)C(C)C)c1	19%[46 µM]	2%	-21%	6%
45	Cc1ccc(N2CCN(/N=C/C(Cl)=C/c3ccccc3)CC2)cc1	.	.	0%	-3%
46	Cc1nc2ccccn2c1C(=O)Nc1ccc(Cl)cc1	.	-70%[inhibitor]	-2%	5%
47	CN1CCN(S(=O)(=O)c2ccc(Br)c3nsnc23)CC1	-15%	?	-4%	6%
48	CC1CCN(C(=O)c2cc3ccccc3o2)CC1	17%	-51%[inhibitor][0.074 µM]	-2%	5%
49	COc1ccc(-n2c(SCC(=O)Nc3nccs3)nnc2-c2ccoc2C)cc1	7%	0%	-8%	-2%
50	CC(C)N(CCO)C(=O)C(c1ccccc1)c1ccccc1	8%	-2%	-4%	-5%

nr	HTT aggregate	GAA inh	CBFb RUNX1 block
41	-3%	0%	-3%
42	.	.	6%[21.7 µM]
43	5%	-10%	1%
44	-3%	?	-4%
45	7%	3%	6%
46	-16%	-6%	15%
47	-8%	-6%	-4%
48	0%	1%	11%
49	-13%	0%	-9%
50	7%	13%	11%

Continued.
nr	Structure	LMNA splice mod	HTT ATP protect	GAA spleen mod	GAA glycogen
51	Cc1ccc(N2CCN(/N=C/c3ccccc3[N+](=O)[O-])CC2)cc1	.	-11%	-2%	6%
52	CC(C)CNS(=O)(=O)c1ccc(S(=O)(=O)N2CCN(CCC#N)CC2)cc1	-13%	-9%	-2%	-2%
53	Cc1cccc(NC(=O)Cn2cnc3c(cnn3-c3ccc(F)cc3)c2=O)c1C	-14%	14%[10 µM]	-16%	3%
54	COc1cccc(-c2nc(N3CCCC3)c3ccccc3n2)c1O	.	-25%[10 µM]	-1%	-3%
55	Cc1csc(SCC(=O)Nc2sccc2C#N)n1	.	8%	0%	-12%
56	CCOc1cc(C(=O)Nc2ccc3c(c2)OCO3)ccc1OC(F)F	?	-17%	-7%	-3%
57	O=C(CCl)NCc1c(Cl)cccc1-n1cccc1	?	-61%[inhibitor]	4%	3%

nr	HTT aggregate	GAA inh	CBFb RUNX1 block
51	9%	8%	1%
52	-8%	-14%	4%
53	7%	-5%	5%
54	-13%[9.22 µM]	-6%[15.4 µM]	1%
55	-11%	-3%	-17%
56	-12%	?	3%
57	13µM*	1%	-6%
